DAX1 inh-1 = DAX1 (NR0B1) inhibitors, primary screen, cell-based, HEK293, Gal4-DAX1, luciferase luminescence; HEK293 Gal4-DAX1 luciferase reporter; inhibition, % at 6.75 µM; hit rate 0.99% among 340,000; AID 504766, 2011;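 active = inhibition above the mean over all tested compounds plus 3 SD, cut at about 4.2% in these data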;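 also: 0% = DAX1-transfected cells with DMSO and 100% = empty-vector control cells with DMSO; inhibition shows as a rise in luminescence from relieved DAX1 repression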
Target sequence (P51843 207-470 limits assumed): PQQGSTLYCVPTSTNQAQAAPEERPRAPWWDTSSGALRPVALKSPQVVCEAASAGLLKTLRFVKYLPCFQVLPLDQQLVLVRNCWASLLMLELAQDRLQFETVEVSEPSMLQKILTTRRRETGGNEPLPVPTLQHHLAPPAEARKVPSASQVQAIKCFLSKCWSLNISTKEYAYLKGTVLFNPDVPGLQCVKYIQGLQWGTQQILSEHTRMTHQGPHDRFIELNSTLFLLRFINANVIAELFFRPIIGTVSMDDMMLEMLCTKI
DAX1 inh-2 = DAX1 (NR0B1) inhibitors on StAR promoter, primary screen, cell-based, luminescence, SF-1 (NR5A1), full-length DAX-1. HEK293T StAR-luciferase reporter, SF-1/DAX-1 repression relief. hit rate 1.1% among 370,000. AID 652010, 2013. inhibition, % at 6.8 µM;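 active = inhibition above the mean over all tested compounds plus 3 SD, cut at about 3.6% in these data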;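 also: 0% = DAX-1 cells with DMSO and 100% = cells lacking DAX-1 with DMSO; higher inhibition means more luminescence from relief of DAX-1 repression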
NR1D1 modulator = modulators of Rev-erb alpha DNA binding, primary screen, biochemical, FITC-DNA, fluorescence polarization, uHTS; Nuclear receptor subfamily 1 group D member 1 (Homo sapiens), P20393; Rev-erbα–FITC-DNA binding, 90 min; activity, % at 10 µM; hit rate 0.79% among 370,000; AID 1259318, 2017;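 active = activity above about 14%, limit read from the data; passing the limit was not always enough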;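 also: 0% = DMSO wells with 35 nM protein and 100% = DMSO wells with 750 nM protein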
FXN GAA850 act = FXN promoter activators, primary screen, cell-based, luciferase luminescence, HEK293 lucGAA850; activation, % at 6 µM; HEK293 lucGAA850 FXN promoter luciferase reporter, 24 h; percent of 10 µM SAHA response; hit rate 0.56% among 360,000;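 active = activation above the average of all compounds screened plus 3 SD, cutoff fixed separately per campaign, cut at about 7.5% in these data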;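 also: 0% = DMSO wells and 100% = 10 µM SAHA wells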
hcDAF-12 act = H. contortus DAF-12 nuclear receptor activators, primary screen, cell-based, luminescence, HEK293, lit1-tk-luc reporter; HEK293 hcDAF-12 lit1-tk-luc reporter; 0% DMSO, 100% Δ7-dafachronic acid; activation, % at 6.8 µM; hit rate 1.4% among 370,000; AID 652067, 2013;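 active = activation above the mean of all tested compounds plus 3 SD, cut at about 5.5% in these data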;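 also: 100% = response to 3 µM Δ7-dafachronic acid high control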
HGIII-sPLA2 inh = human group III sPLA2 inhibitors, primary screen, biochemical, QFRET, BODIPY PC-A2 liposome substrate; QFRET BODIPY PC-A2 liposome hydrolysis, fluorescence; inhibition, % at 12.2 µM; hit rate 0.56% among 370,000; AID 743126, 2013;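 active = inhibition above mean plus 3 SD of compounds lying within the high and low control bounds, cut at about 19% in these data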;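 also: 0% = median of test compound wells and 100% = no enzyme DMSO wells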
Target sequence (Q9NZ20 whole entry, looked up): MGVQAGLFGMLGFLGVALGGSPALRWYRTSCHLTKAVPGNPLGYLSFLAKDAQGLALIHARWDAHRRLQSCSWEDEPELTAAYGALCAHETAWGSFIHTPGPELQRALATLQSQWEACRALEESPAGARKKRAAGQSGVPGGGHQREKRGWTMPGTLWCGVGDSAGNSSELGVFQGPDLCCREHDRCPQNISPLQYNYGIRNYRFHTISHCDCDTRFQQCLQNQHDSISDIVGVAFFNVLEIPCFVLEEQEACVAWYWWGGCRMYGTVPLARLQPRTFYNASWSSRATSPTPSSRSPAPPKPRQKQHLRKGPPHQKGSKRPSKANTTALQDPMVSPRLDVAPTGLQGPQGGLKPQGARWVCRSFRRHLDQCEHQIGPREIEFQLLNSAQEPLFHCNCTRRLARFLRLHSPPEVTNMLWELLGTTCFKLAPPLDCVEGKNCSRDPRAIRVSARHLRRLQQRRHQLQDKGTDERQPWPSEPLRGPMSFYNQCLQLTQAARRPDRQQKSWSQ
hgDAF12 agonist = H. glycines DAF-12 receptor agonists, primary screen, cell-based, luminescence, HEK293, GAL4 fusion, UAS-luciferase; Nuclear hormone receptor DAF-12 (Heterodera glycines), GAL4 fusion; HEK293 GAL4-hgDAF12 UAS-luciferase reporter, agonist luminescence; normalized to butyrate control; activation, % at 6.8 µM; hit rate 1.8% among 370,000;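 active = activation above a cutoff set at the mean of all screened compounds plus 3 SD, cut at about 10% in these data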;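 also: 0% = DMSO wells and 100% = sodium butyrate wells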
PLC-beta3 inh = human PLC-beta3 inhibitors, primary screen, biochemical, fluorescence; 1-phosphatidylinositol 4,5-bisphosphate phosphodiesterase beta-3 (Homo sapiens), Q01970; Purified PLC-beta3, fluorogenic substrate; inhibition, % at 12.2 µM; hit rate 0.18% among 370,000; in the data active = inhibition above about 11%;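 also: 0% = median of compound wells on plate and 100% = full blocker control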
SMARCA2 act = SMARCA2 (BRM) function activators, primary screen, cell-based, luminescence, high throughput | AID 652017, 2013 | activation, % at 9.1 µM | MG213 cells, MMTV-luciferase reporter, dexamethasone, overnight | hit rate 1% among 370,000; in the data active = activation above about 7.8%;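 also: 0% = vehicle wells and 100% = reference activator wells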
ssDAF12 agonist = S. stercoralis DAF-12 nuclear receptor activators, primary screen, cell-based, luminescence, HEK293, GRIP1 co-expression, lit1-tk-luc; Nuclear hormone receptor DAF-12 (Strongyloides stercoralis); AID 652126, 2013; hit rate 1% among 370,000; HEK293 ssDAF-12/GRIP1 lit1-tk-luc reporter; % of 3 µM dafachronic acid response; activation, % at 6.8 µM;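 active = activation above the mean over all tested compounds plus 3 SD, cut at about 0.9% in these data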;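 also: 0% = DMSO-only wells and 100% = 3 µM delta7-dafachronic acid wells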
PG9 Ab binder = binders of HIV-1 gp120 antibody PG9, primary screen, biochemical, TR-FRET; AID 624416, 2012; HIV-1 gp120 / PG9 antibody interaction; TR-FRET gp120-PG9 antibody binding; hit rate 0.43% among 360,000; inhibition, % at 6.7 µM; in the data active = inhibition above about 8.5%
Active calls of the source: *; i = inactive; . = no result given.

SMILES | DAX1 inh-1 | DAX1 inh-2 | NR1D1 modulator | FXN GAA850 act | hcDAF-12 act | HGIII-sPLA2 inh | hgDAF12 agonist | PLC-beta3 inh | SMARCA2 act | ssDAF12 agonist | PG9 Ab binder
Cc1ccccc1OCCOC(=O)c1cc(S(=O)(=O)N2CCOCC2)ccc1C | 1.4 | -1.5 | -5 | 4.7 | -0.3 | 12 | -0.7 | -5 | -2 | -1.5 | -0.1
O=c1[nH]c2ccccc2nc1/C=C/c1ccc(F)cc1 | 1.7 | 2.1 | -4 | 5.5 | 3.6 | -20 | 16* | -205 | 3 | -0.8 | -1.9
Fc1cc(F)c2nc(Nc3nc4cc5c(cc4s3)OCO5)sc2c1 | 1.4 | 0.5 | 10 | 4.1 | 0.4 | 1 | 1.0 | -17 | -1 | -0.4 | -7.6
CC(NC(=O)[C@H](C)N1C(=O)N2CCc3c([nH]c4ccccc34)[C@@]2(C)C1=O)c1ccccc1 (some centres not stated) | 0.6 | -0.8 | 6 | -3.2 | -0.8 | -37 | -0.1 | 10 | 0 | -2.2 | -0.6
CCOc1cc(-c2cc(-c3ccc(C)o3)nc(N)c2C#N)ccc1O | -0.9 | -2.0 | 4 | -1.1 | -1.7 | -43 | -3.0 | -48 | -1 | -2.4 | -1.5
O=C(NC1CCCCCC1)c1c(O)nc2sccn2c1=O | 0.7 | 2.1 | 3 | -0.3 | 0.1 | 0 | 2.5 | -6 | -2 | -0.6 | 0.2
Cc1ccc(S(=O)(=O)N2c3ccc(F)cc3C[C@H]2CSc2ccccc2)cc1 | . | . | -3 | . | -1.8 | -1 | -0.4 | 1 | . | -1.4 | .
CCCC(=O)Nc1cccc(-c2cn3cccnc3n2)c1 | -0.6 | 2.3 | 4 | 3.6 | -0.8 | 6 | -4.3 | i | -1 | -0.9 | 3.0
COc1ccc(NC(=O)C2=C(C)C(=O)OC23CCC(C)CC3)cc1Cl (configuration not stated) | 0.5 | -0.9 | 5 | 2.2 | -2.6 | -32 | -2.4 | 3 | -4 | -1.0 | 0.8
COc1ccc(C(=O)c2[nH]c(N)c(C(=O)NCCc3c[nH]c4ccccc34)c2-c2ccccc2Br)cc1 | . | -0.7 | 0 | . | 0.1 | -48 | -1.4 | -53 | -4 | -0.1 | 0.4
CC(C(=O)N1c2ccccc2Sc2ccccc21)n1nnc(-c2cccs2)n1 (configuration not stated) | -1.1 | -0.5 | -3 | -1.7 | -1.8 | -11 | -1.9 | 9 | -2 | -1.0 | 1.9
COc1ccc(N2CC(C(=O)NC3CC(C)(C)NC(C)(C)C3)CC2=O)cc1 (configuration not stated) | 2.9 | 0.1 | -3 | -0.9 | -2.9 | 3 | -0.2 | -2 | -1 | -1.2 | -0.7
Nc1ccc(-c2cc3ccccc3c(=O)o2)cc1 | -3.4 | -1.3 | -2 | -11 | -5.9 | 3 | -11 | i | -7 | -2.8 | -0.4
CCCN1C(=O)/C(=C/c2ccncc2)SC1=S | -0.6 | -0.6 | 5 | 2.2 | 0.2 | -13 | -1.2 | 1 | 0 | -1.3 | -1.1
CCOc1ccc(C(=O)Nc2cc(OC)ccc2OC)cc1 | 0.3 | 0.1 | -6 | 3.5 | 0.3 | 0 | 0.2 | -2 | 3 | -1.2 | -0.8
N#CC1(NC(=O)Cn2ncc(Cl)c(Cl)c2=O)CCCCC1 | 1.5 | 0.6 | 1 | 6.6 | 0.0 | 18 | 1.5 | 0 | -9 | -0.6 | 1.2
CNC(=S)Nc1cccc2[nH]ncc12 | 0.5 | -0.4 | 0 | -1.5 | -0.4 | 7 | -0.7 | -2 | -2 | -1.2 | 1.0
COC(=O)COc1ccc(S(=O)(=O)N2CCc3ccccc3C2)cc1C | 0.2 | -0.4 | -3 | 1.2 | -0.2 | -15 | -0.7 | 0 | -3 | -1.3 | -0.3
CCOc1ccccc1N1CC(C(=O)NCCc2ccc(S(N)(=O)=O)cc2)CC1=O (configuration not stated) | 0.5 | 0.6 | 0 | -2.7 | -1.4 | 0 | 3.7 | -1 | -1 | -0.8 | -0.3
O=C(Nc1ccccc1[N+](=O)[O-])c1ccc(S(=O)(=O)N2CCCC2)cc1 | -0.4 | -1.8 | 4 | -3.4 | -1.3 | -11 | -2.1 | -2 | -2 | -1.3 | -1.4
C[C@H](CO)N1C[C@H](C)[C@@H](CN(C)S(=O)(=O)c2ccccc2)Oc2ccc(NC(=O)Cc3ccccc3)cc2C1=O | -1.6 | -0.5 | -6 | -0.6 | -1.8 | -9 | -0.9 | 5 | -2 | -1.4 | -0.5
O=C(CCCCCBr)N1CCC(CC2CC(c3cccc(Br)c3)=NO2)(C(=O)NCC2CCCCC2)CC1 (configuration not stated) | 0.1 | 0.1 | -5 | 0.8 | 1.7 | -15 | -1.2 | 4 | 1 | -0.7 | -0.1
COc1ccc(/C=C2/CN(Cc3ccc(OC)cc3OC)C3=NC(c4ccc5ccccc5c4)CC(=O)N32)cc1 (configuration not stated) | . | . | 4 | . | -0.9 | 4 | -2.8 | -117 | . | -2.1 | .
COC(=O)c1sc(Nc2ccccc2)nc1C | 0.7 | 0.9 | -2 | 9.9* | 1.8 | -3 | 8.1 | -28 | 2 | -0.1 | 1.8
Cc1oc2c(C)c(O)ccc2c(=O)c1-c1nncn1-c1ccccc1 | 7.1* | -0.2 | -2 | 0.4 | 2.0 | -2 | 4.7 | -121 | 1 | -1.1 | 0.9
Nc1ccc(N2CCCCC2)c2nonc12 | -2.0 | -1.7 | 0 | -2.5 | -1.9 | 4 | -1.8 | -9 | -1 | -1.5 | -1.6
Cc1sc2nc(SCC(=O)N3CCN(CCO)CC3)n(-c3ccccc3)c(=O)c2c1C | -1.4 | -1.3 | 0 | 1.9 | 0.2 | 4 | -2.7 | -1 | -2 | -1.7 | 1.3
CCOC(=O)C1(C)CCN1C(=O)c1ccc2ccccc2c1 (configuration not stated) | . | 0.1 | -5 | 3.7 | 1.6 | 5 | 0.0 | -5 | -1 | -1.0 | 1.4
COc1cc(C(=O)N(CCc2ccccc2)C2=CC3CCC(C2)N3C)cc(OC)c1OC (configuration not stated) | 0.3 | 0.5 | 8 | -0.1 | -0.8 | 3 | 1.3 | 0 | 0 | -1.0 | -0.8
CC(=O)Nc1ccc(NC(=O)COC(=O)c2cc(S(=O)(=O)N(C)C)ccc2N2CCCC2)cc1 | -1.6 | -1.7 | 4 | 4.3 | -1.9 | 2 | -0.7 | -6 | -1 | -1.3 | 0.2

Record cards (already shown). Order of values: DAX1 inh-1 | DAX1 inh-2 | NR1D1 modulator | FXN GAA850 act | hcDAF-12 act | HGIII-sPLA2 inh | hgDAF12 agonist | PLC-beta3 inh | SMARCA2 act | ssDAF12 agonist | PG9 Ab binder
`COc1ccc(NC(=O)C2=C(C)C(=O)OC23CCC(C)CC3)cc1Cl` (configuration not stated) as listed: 0.5 | -0.9 | 5 | 2.2 | -2.6 | -32 | -2.4 | 3 | -4 | -1.0 | 0.8
`CCCC(=O)Nc1cccc(-c2cn3cccnc3n2)c1` as listed: -0.6 | 2.3 | 4 | 3.6 | -0.8 | 6 | -4.3 | i | -1 | -0.9 | 3.0
`COc1cc(C(=O)N(CCc2ccccc2)C2=CC3CCC(C2)N3C)cc(OC)c1OC` (configuration not stated) as listed: 0.3 | 0.5 | 8 | -0.1 | -0.8 | 3 | 1.3 | 0 | 0 | -1.0 | -0.8
`CCOc1ccc(C(=O)Nc2cc(OC)ccc2OC)cc1` as listed: 0.3 | 0.1 | -6 | 3.5 | 0.3 | 0 | 0.2 | -2 | 3 | -1.2 | -0.8

Later entries.
SMILES | DAX1 inh-1 | DAX1 inh-2 | NR1D1 modulator | FXN GAA850 act | hcDAF-12 act | HGIII-sPLA2 inh | hgDAF12 agonist | PLC-beta3 inh | SMARCA2 act | ssDAF12 agonist | PG9 Ab binder
Cc1nc2oc3ccc(Cl)cc3c(=O)c2cc1C(=O)O | 0.7 | 0.3 | 1 | 0.3 | 1.0 | -2 | 3.0 | -14 | 1 | -0.2 | 0.6
Cc1ccc(NC(=O)c2cn(CCC#N)nc2-c2cccs2)c([N+](=O)[O-])c1 | -0.3 | -0.9 | 4 | 3.4 | -1.7 | -12 | 1.2 | 6 | -2 | -1.5 | -1.6
O=C(OCC1OC(n2ccc(=O)[nH]c2=O)C2OC12)c1ccccc1 (configuration not stated) | -0.5 | -0.5 | 2 | 0.2 | -0.4 | -3 | -1.6 | 4 | 0 | -1.0 | 0.3
CN1CCN(c2ccccc2NC(=O)c2cc3c(s2)-c2ccccc2OC3)CC1 | -0.5 | -0.4 | 5 | 1.3 | 0.4 | -9 | -0.7 | -16 | 0 | -0.7 | 1.4
CCOc1cc2[nH]c(=S)n(CC3CCCO3)c(=O)c2cc1OCC (configuration not stated) | -1.9 | -0.6 | -4 | -1.1 | -0.3 | 6 | -0.1 | -2 | -2 | -1.3 | 1.8
Cn1nnc2cc(C(=O)N3CCN(c4ccccc4)CC3)ccc21 | 2.7 | 0.3 | 5 | 0.2 | -0.7 | 0 | -0.8 | 1 | 0 | -0.7 | -1.2
O=C(CCC(=O)Nc1ccc(F)cc1)N/N=C/c1ccccc1O | -1.6 | 0.1 | -2 | 1.5 | -2.0 | -5 | -1.0 | -25 | -1 | -1.4 | 0.1
Cc1c(NC(=O)C(C)OC(=O)c2cccc([N+](=O)[O-])c2)c(=O)n(-c2ccccc2)n1C (configuration not stated) | -0.1 | -0.3 | -1 | 1.0 | -0.3 | 8 | -1.4 | 1 | -1 | -1.7 | 0.7
CC(C(=O)NC1CCCC1)N1CCN(Cc2ccccc2)CC1 (configuration not stated) | 1.0 | -0.7 | -2 | 1.8 | -0.1 | -1 | -1.8 | 7 | -4 | -0.9 | -1.7
CN(C)S(=O)(=O)c1ccc(NC(=O)COc2ncnc3c2cnn3-c2ccccc2)cc1 | -0.5 | -0.4 | -6 | 2.8 | -2.5 | -14 | 3.8 | 2 | -4 | -1.1 | 1.4
Cc1cc(C(=O)OCC(=O)N2C(C)CCCC2C)c2ccccc2n1 (configuration not stated) | -0.2 | -1.3 | 12 | 2.3 | -1.6 | 5 | -3.2 | -7 | -1 | -1.4 | -0.3

High-throughput results as filed in PubChem.

Compounds were not picked by outcome (roughly 7% active in at least one column).
